Assay outcomes deposited in PubChem by several laboratories.
VHR inh abs: blocks human VHR1 dual specificity phosphatase; P51452; recombinant VHR phosphatase, pNPP absorbance; inhibition, % at 13.3 µM; 290,000 compounds, 0.52% hits; AID 1654; in the data active = inhibition above about 50%; note: some compounds called inactive have numbers as strong as hits
Target sequence (P51452 whole entry, looked up): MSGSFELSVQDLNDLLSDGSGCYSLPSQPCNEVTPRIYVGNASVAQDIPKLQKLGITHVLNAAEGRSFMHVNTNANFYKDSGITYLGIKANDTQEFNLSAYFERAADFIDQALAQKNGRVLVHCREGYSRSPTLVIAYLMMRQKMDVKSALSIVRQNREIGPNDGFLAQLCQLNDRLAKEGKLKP
UGM FP inh: blocks M. tuberculosis UGM enzyme. P9WIQ1. purified UGM, fluorescence polarization probe displacement. inhibition, % at 10 µM. 320,000 compounds, 0.06% hits. AID 504406; in the data active = inhibition above about 10%, passing the limit was not always enough
Target sequence (P9WIQ1 whole entry, looked up): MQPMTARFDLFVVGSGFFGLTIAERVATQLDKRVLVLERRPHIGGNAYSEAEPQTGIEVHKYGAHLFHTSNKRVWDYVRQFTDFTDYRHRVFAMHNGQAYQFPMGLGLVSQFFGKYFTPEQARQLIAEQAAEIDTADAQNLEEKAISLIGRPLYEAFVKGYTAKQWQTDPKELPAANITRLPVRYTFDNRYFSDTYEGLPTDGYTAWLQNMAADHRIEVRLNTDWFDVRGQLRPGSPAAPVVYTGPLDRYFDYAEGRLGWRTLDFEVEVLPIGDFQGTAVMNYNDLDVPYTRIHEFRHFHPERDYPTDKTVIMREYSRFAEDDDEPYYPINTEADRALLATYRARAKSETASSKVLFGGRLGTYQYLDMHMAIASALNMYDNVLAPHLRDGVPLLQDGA
Rv3671c protease: inhibitors of M. tuberculosis serine protease Rv3671c | inhibition, % at 5.96 µM | AID 2606 | P9WHR9 | 320,000 compounds, 0.048% hits; in the data active = inhibition above about 38%;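 note: extracellular domain of Rv3671c used as enzyme; 0% = enzyme with DMSO and 100% = no enzyme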
FBA Mtb inh: inhibits M. tuberculosis FBA enzyme. P9WQA3. purified M. tuberculosis FBA, fluorescence read-out. inhibition, % at 1 µM. 360,000 compounds, 2.3% hits. AID 588726; in the data active = inhibition above about 27%;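 note: 0% = vehicle and 100% = reference inhibitor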
Target sequence (P9WQA3 whole entry, looked up): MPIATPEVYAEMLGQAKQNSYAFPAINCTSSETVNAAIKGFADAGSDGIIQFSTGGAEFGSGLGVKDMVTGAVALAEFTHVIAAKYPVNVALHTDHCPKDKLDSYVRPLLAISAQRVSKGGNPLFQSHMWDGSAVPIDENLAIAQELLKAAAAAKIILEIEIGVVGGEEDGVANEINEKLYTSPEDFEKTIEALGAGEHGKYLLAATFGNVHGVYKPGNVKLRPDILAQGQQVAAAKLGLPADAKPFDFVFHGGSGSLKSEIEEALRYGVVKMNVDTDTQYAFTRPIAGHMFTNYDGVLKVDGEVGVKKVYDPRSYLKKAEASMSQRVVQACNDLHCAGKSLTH
3CLpro inhibitor: SARS-CoV 3CLpro protease inhibition | P0C6X7 | recombinant SARS-CoV 3CLpro, quenched FRET peptide cleavage | inhibition, % at 6 µM | 290,000 compounds, 0.14% hits; in the data active = inhibition above about 12%
BioA inh: BioA (M. tuberculosis) enzyme inhibition | purified M. tuberculosis BioA enzyme, plate reader | inhibition, % at 9.99 µM | 360,000 compounds, 0.096% hits | AID 602481; in the data active = inhibition above about 40%
GDH-TPI inh: counter-screen for M. tuberculosis FBA inhibitors: GDH-TPI coupled enzymes; GDH-TPI coupled enzyme counterscreen, NADH absorbance; inhibition, % at 4.8 µM; 360,000 compounds, 1.2% hits; AID 588335; in the data active = inhibition above about 30%;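 note: 0% = DMSO wells and 100% = wells lacking the enzyme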
SSB-PriA inh: K. pneumoniae PriA-SSBct interaction inhibition; AlphaScreen SSBct-PriA binding, biotinylated peptide; inhibition, % at 33 µM; 430,000 compounds, 0.6% hits; in the data active = inhibition mostly above about 37%, no sharp cut-off; inactive = mostly below about 20%;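 note: plate controls were negative control peptide for no effect and reference peptide for full effect; strong numbers were not always called active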
Vc quorum ag: induces V. cholerae light production without autoinducers. V. cholerae BH1578 lux reporter, luminescence, 6 h. activation, % at 18.7 µM. AID 588436. 350,000 compounds, 0.16% hits; in the data active = activation mostly above about 9.7%, no sharp cut-off; note: not every result past the cut was called active; inactives centre near 0; reference of the scale not given here
MazEF act: activators of E. coli MazEF toxin-antitoxin RNase | P0AE70 | FAM/BHQ RNA-DNA oligo cleavage fluorescence, 5 h | activation, % at 20 µM | 350,000 compounds, 0.32% hits | AID 504720; in the data active = activation above about 50%
Target sequence (P0AE70 whole entry, looked up): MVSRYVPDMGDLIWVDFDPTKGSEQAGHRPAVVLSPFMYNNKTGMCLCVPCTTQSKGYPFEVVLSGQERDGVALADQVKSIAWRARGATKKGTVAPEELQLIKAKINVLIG
An asterisk follows results filed as active; i = inactive; x = not tested or not shown.

nr	compound	VHR inh abs	UGM FP inh	Rv3671c protease	FBA Mtb inh	3CLpro inhibitor	BioA inh	GDH-TPI inh	SSB-PriA inh	Vc quorum ag	MazEF act
1	O=c1cc(-c2ccccc2Cl)oc2cc(O)cc(O)c12	-3.6	2.9	-60.0	1.1	-4.5	0.1	4.8	-7.5	-0.8	-0.5
2	Cc1nn(-c2ccc(Cl)c(Cl)c2)c(=O)c2ccccc12	10.6	4.2	-9.6	-3.0	0.7	1.1	-16.0	-14.2	1.0	-16.0
3	O=C(CSc1nnc(Cn2nnc3ccccc32)o1)N(Cc1ccc(F)cc1)c1ccccc1	18.9	0.3	-4.9	23.1	5.4	-0.5	2.8	4.9	5.9	3.0
4	C[C@@H]1CC[C@]2(O[C@@H](CCO)C[C@H](O)[C@H]2O)O1	-3.6	0.1	3.1	-0.6	-3.8	-0.8	-0.5	5.0	-0.4	-1.5
5	CN(C)N1C(N)=C(C#N)C(c2ccc(Br)cc2)C2=C1CCCC2=O (centres undefined)	3.5	-0.7	-4.9	0.9	-0.3	x	3.7	2.0	i	-2.0
6	c1ccc(-c2nnc(-c3ccccc3)nn2)cc1	13.8	-1.2	-8.6	4.2	2.4	-1.0	-1.5	2.2	-0.7	0.3
7	CCOc1ccccc1NC(=O)Nc1cc(S(=O)(=O)N(C)C)ccc1C	13.3	-1.9	6.9	-1.0	-2.1	x	-4.9	-5.2	i	-0.8
8	CCN(CC)C(=O)C1=C(C)N(Cc2ccc(F)cc2)C(=O)C(CC(=O)NCc2cccc3ccccc23)C1 (centres undefined)	x	x	x	-0.4	x	-0.1	-7.5	x	-0.4	-0.2
9	CN(Cc1ccccc1)C(=O)c1ccc2c(c1)S(=O)(=O)N=C1CCCCCN12	x	-0.9	2.7	1.9	x	1.3	3.4	-13.5	-5.9	5.6
10	O=C(O)CCC(=O)OCc1c(-c2ccccc2)ncc2ccccc12	x	3.9	-3.0	5.1	x	-1.6	15.1	-36.6	-0.6	4.0
11	COc1cccc(-n2nnc3c(=O)n(Cc4ccccc4F)cnc32)c1	29.1	-4.6	1.3	0.5	0.8	0.9	-10.0	-18.7	-0.2	19.7
12	COC(=O)C1CCN(C(=O)COC(=O)c2cccc(NS(=O)(=O)c3ccccc3)c2)CC1	x	0.8	-0.6	-0.1	x	0.2	-5.7	-11.9	i	2.7
13	COc1ccc(-c2ccc3c(c2)c(-c2cccs2)c(-c2cc(OC)cc(OC)c2)n3C)cc1	x	0.5	-6.1	19.2	x	-2.3	1.4	16.5	0.1	-2.2
14	CCCNC(=O)Cn1c(=O)/c(=C/c2ccc(-c3ccc([N+](=O)[O-])cc3)o2)s/c1=C\C(=O)C(C)(C)C	x	x	x	-8.8	x	x	4.4	-14.5	x	-9.3
15	CCN(CC)S(=O)(=O)c1ccc2c(c1)c(=O)c(C(=O)NCCc1ccccc1)cn2C	x	-0.7	-2.9	6.1	-1.4	-1.5	12.1	2.5	i	4.9
16	Cc1cc(N)n(-c2ccc(S(=O)(=O)N3CCCC3)cc2[N+](=O)[O-])n1	-7.7	3.0	2.3	-2.2	3.8	3.2	-13.8	-5.5	-0.5	3.2

Retrieved by compound from above, three records:
nr	compound	VHR inh abs	UGM FP inh	Rv3671c protease	FBA Mtb inh	3CLpro inhibitor	BioA inh	GDH-TPI inh	SSB-PriA inh	Vc quorum ag	MazEF act
16	Cc1cc(N)n(-c2ccc(S(=O)(=O)N3CCCC3)cc2[N+](=O)[O-])n1	-7.7	3.0	2.3	-2.2	3.8	3.2	-13.8	-5.5	-0.5	3.2
14	CCCNC(=O)Cn1c(=O)/c(=C/c2ccc(-c3ccc([N+](=O)[O-])cc3)o2)s/c1=C\C(=O)C(C)(C)C	x	x	x	-8.8	x	x	4.4	-14.5	x	-9.3
11	COc1cccc(-n2nnc3c(=O)n(Cc4ccccc4F)cnc32)c1	29.1	-4.6	1.3	0.5	0.8	0.9	-10.0	-18.7	-0.2	19.7

Later entries:
nr	compound	VHR inh abs	UGM FP inh	Rv3671c protease	FBA Mtb inh	3CLpro inhibitor	BioA inh	GDH-TPI inh	SSB-PriA inh	Vc quorum ag	MazEF act
17	O=C(CCN1C(=O)C2C3C=CC(C3)C2C1=O)Nc1ccccc1F (centres undefined)	6.5	-0.7	-5.5	3.4	-3.8	-3.2	7.1	-14.1	1.0	-1.2
18	O=C(Cn1c(=O)[nH]c2ccccc2c1=O)N1CCN(c2cccc(Cl)c2)CC1	11.9	1.2	3.5	-0.3	5.5	9.9	-3.0	0.6	-0.2	0.6
19	Cc1cc(Nc2nc(Cl)c(Cl)cc2Cl)n(-c2ccccc2)n1	21.2	2.3	-10.8	0.6	1.3	0.7	-0.4	-12.5	-0.2	-2.1
20	O=C(CCNC(=O)Cn1ccc2ccccc2c1=O)NCCc1ccccc1Cl	-8.8	0.9	-6.6	0.7	-8.0	x	-9.2	3.1	-3.3	-6.5
21	COc1ccccc1N1CCN(S(=O)(=O)c2ccccc2)CC1	1.2	-1.1	-2.9	2.5	-10.8	-0.8	0.0	-10.1	-0.7	-7.1
22	N#C/C(=C/c1cn[nH]c1-c1cccc(Br)c1)C(=O)O	3.5	0.2	4.7	-0.6	-0.4	1.2	20.8	2.3	i	0.0
23	O=C(COc1cccc(C(F)(F)F)c1)NNC(=O)Cn1c(=O)cnc2ccccc21	x	-1.3	-1.3	-0.9	x	0.0	-7.2	-10.7	-4.2	0.8
24	CN(C)S(=O)(=O)c1ccc(C(=O)OCCn2cnc3c2c(=O)n(C)c(=O)n3C)cc1	35.6	0.1	-1.3	-1.9	-2.2	0.9	-3.7	-8.4	-0.2	-10.8
25	Cc1ccc2cc(CN(CCN(C)C)C(=S)Nc3ccccc3)c(=O)[nH]c2c1C	7.8	2.8	-2.3	2.8	5.8	x	-3.8	0.4	-0.4	13.7
26	CCN(CC)c1ccc(/C=N/N2CCN(Cc3ccccc3)CC2)c(O)c1	12.4	5.6	8.8	1.0	-2.3	x	21.3	x	i	2.4
27	CC(C)c1ccc(NS(=O)(=O)c2ccc3c(c2)NC(=O)CO3)cc1	14.9	-1.9	-0.1	-1.2	2.8	1.5	-11.3	-6.8	-0.9	8.8
28	CC(C)(C)SCCNS(=O)(=O)c1ccc(Cl)cc1	3.0	-1.9	0.1	-0.1	6.2	x	-1.9	-15.9	0.0	1.3
29	COc1ccc(/C=C2\SC(=S)N(CC(=O)N(C)C3CCS(=O)(=O)C3)C2=O)cc1 (centres undefined)	25.2	-0.2	-8.4	-0.2	3.7	0.2	18.3	0.2	-0.4	2.3
30	CC12CCC(C(=O)NCCCN3CCOCC3)(OC1=O)C2(C)C (centres undefined)	40.1	-3.4	-1.1	-2.0	1.4	-1.7	4.8	-5.6	-1.3	2.5
31	CCOC(=O)N1CCC(N2CC34C=CC(O3)C(C(=O)Nc3ccc(F)cc3)C4C2=O)CC1 (centres undefined)	0.4	2.0	1.0	7.0	0.5	-0.4	2.0	-4.5	-0.1	3.4
32	O=C(Nc1nnc(C2CC2)s1)C1CCCO1 (centres undefined)	5.6	-3.0	-4.6	-1.1	2.8	-1.3	2.5	5.8	i	6.9
33	CC(=O)N1CCN(C(=O)c2cc(S(=O)(=O)N3CCN(c4ccccc4)CC3)ccc2Cl)CC1	x	x	x	0.6	x	-0.7	8.8	-4.3	i	-5.1
34	CCN(CC)c1c([N+](=O)[O-])ncn1C	35.5	-1.6	2.5	2.3	-1.2	-0.3	5.3	-10.6	3.4	2.4
35	COc1ccc(-c2nc3cc([N+](=O)[O-])ccc3o2)cc1	22.0	-0.7	3.2	-0.1	-3.4	x	1.6	-8.2	-0.2	49.1
36	COc1cc2c(cc1OC)C(C)N(C(=O)CCN1C(=O)C3C4C=CC(C4)C3C1=O)CC2 (centres undefined)	10.9	1.7	-4.1	2.7	2.2	-2.1	6.3	-21.2	-0.5	-6.5
37	COc1ccccc1C1NC(=O)CS1 (centres undefined)	8.4	1.1	3.9	-3.0	4.7	-1.0	-11.7	-12.7	i	-3.4
38	CCNc1ccc(C(=O)OCC(=O)Nc2cc(C)on2)cc1[N+](=O)[O-]	x	-0.1	-8.9	-5.5	x	-5.4	6.1	-17.5	i	9.8
39	O=C(Cn1nnc(-c2cccs2)n1)N1CCOCC1	1.7	0.9	1.1	-1.9	1.3	x	5.6	-6.7	2.4	-3.4
40	N#C/C(=C/c1ccc(OCc2ccccc2)cc1)C(=O)NC1CCCCC1	19.9	-0.7	-3.4	0.5	-6.9	x	3.4	1.9	-0.4	4.5
41	COc1ccc(N2CC(C(=O)N/N=C/c3ccc([N+](=O)[O-])cc3)CC2=O)cc1 (centres undefined)	5.3	0.8	14.2	-0.4	4.5	x	20.6	x	0.6	-4.6
42	O=C(CN1CCN(C(=O)c2ccc(-c3nc4ccccc4s3)o2)CC1)Nc1cccc(F)c1	x	x	x	0.0	x	-0.7	12.4	x	-1.3	1.6
43	COc1ccc(CC(=O)N(c2ccccc2)c2nc(C)cs2)cc1	27.0	-1.9	-11.8	0.1	1.0	0.4	-6.9	-2.7	-0.4	3.3
44	Clc1cc(Br)ccc1OCCCNCc1ccccc1	8.1	3.1	3.6	-2.9	3.1	1.3	-3.7	-11.2	i	9.0
45	Cn1c(C(=O)N2CCCC(Nc3ccc(F)cc3)C2)cc2ccccc21 (centres undefined)	-9.1	-0.7	2.1	-1.9	1.0	6.8	0.8	-3.6	i	9.4
46	COCCNc1nc(-n2nc(C)cc2C)nc2sc3c(c12)CCCC3	3.6	-1.5	10.8	35.2*	0.4	20.4	11.1	2.0	i	9.2
47	CCOC(=O)C1(NC(=O)CN2C(=O)c3ccccc3C2=O)CCCC1	x	x	x	-2.3	x	0.5	-2.2	-4.7	i	6.5
48	CCn1cc(C(=O)N2CC(C)CC(C)C2)c(=O)c2cc(S(=O)(=O)N3CCCC3)ccc21 (centres undefined)	5.3	4.0	-2.9	0.4	-0.6	2.0	10.6	-0.5	-0.3	1.7
49	COc1ccc(C(=O)N2CCC(C(=O)NC3CC3)CC2)cc1	-7.7	-2.7	3.3	-0.4	-0.4	-0.1	1.5	-8.0	-0.3	10.9
50	O=C(OC1Cn2c(=O)ccc(=O)n2C1)c1ccc([N+](=O)[O-])cc1	-0.5	0.7	-1.4	2.5	-5.0	x	0.4	-2.2	-0.2	10.4
51	Clc1cc(Br)ccc1OCCOCCOc1cccc2cccnc12	27.1	1.0	0.7	6.3	-2.3	0.1	-1.5	-20.8	1.4	-4.0
52	O=c1[nH]c(=O)n(Cc2ccccc2)c(O)c1C=NCCN1CCOCC1	17.5	-1.5	-4.3	-2.1	-3.6	-0.3	-6.7	-2.4	-0.3	6.2
53	COc1cc(C(=O)Nc2ccc(N3CCOCC3)cc2)ccc1OCc1c(C)noc1C	-3.9	2.7	-5.4	-1.5	-0.3	x	-1.5	6.2	-1.4	-3.4
54	OC(CNc1ccnc2cc(Cl)ccc12)CNC1CCCCC1 (centres undefined)	x	x	x	25.0	x	x	13.3	-2.7	x	15.7
55	CN(CCO)c1ncnc2nc[nH]c12	20.6	-0.8	6.0	-0.3	1.7	-1.6	2.8	104.2*	-0.3	-5.2
56	C/C(=N\NC(=O)c1cc(-c2ccco2)nc2ccccc12)c1cccnc1	-6.0	-1.0	-3.5	20.8	2.0	3.4	6.3	x	i	-2.3
57	CCN(c1ccccc1)S(=O)(=O)c1ccc(OC)c(NC(=O)COc2ccc(C(C)=O)cc2)c1	x	x	7.2	-1.8	x	0.2	2.1	1.1	-1.4	8.8
58	COc1ccc(OC)c(C(=O)CN2C(=O)C(=O)N(C3CCCC3)C2=O)c1	x	-0.8	7.2	-1.1	x	-0.4	3.4	-8.6	i	-3.3
59	c1ccc2scnc2c1	x	x	x	1.0	x	-2.8	4.2	8.4	-0.1	6.0
60	COC(=O)c1ccc(-n2cc(-c3ccc(OC)cc3)[nH]c2=S)cc1	1.7	0.3	2.1	-0.1	-0.3	x	11.6	-10.2	-0.3	3.6
61	NC(=O)N/N=C/c1ccccc1OCc1cccc2ccccc12	16.5	-1.1	-5.0	-0.6	-2.3	-0.9	26.6	x	-0.4	40.6
62	CCc1c(C(=O)NNC(=S)NCc2ccccc2)csc1C	1.3	-1.7	-4.8	-3.1	-0.4	x	0.4	-6.0	-0.4	-5.7

Not all compounds are listed; rates above refer to the full screens.
